High-throughput results as filed in PubChem BioAssay.
CaV13 FRET inh: Primary screen for inhibitors of IQ motif and Ca2+-dependent inactivation inhibitor domain binding in CACNA1D, Förster resonance energy transfer in living cells, … | HEK cells, CFP/YFP FRET ICDI-IQ, plate reader, 10 min; percent FRET-ratio fall versus neutral wells | inhibition, % at 12.3 µM | hit rate 0.098% among 340,000;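 active = mean replicate inhibition of at least 30% and at least 1% of replicates passing that level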;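 note: 0% = median of the neutral control wells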
Numbers without * were called inactive.

SMILES | CaV13 FRET inh
COC(=O)C1=C(C)N(Cc2ccccc2)C(=S)NC1c1ccc(Br)cc1 (centres undefined) | -4
O=S(=O)(Nc1cc(Sc2cccc3cccnc23)c(O)c2ccccc12)c1ccccc1 | -13
O=S1(=O)N[C@H](Cc2ccccc2)COc2cc(F)ccc21 | -3
CCC(C)N(Cc1ccc(OC)cc1OC)S(=O)(=O)c1cc(Br)ccc1Br (centres undefined) | -5
Cc1cccc(-c2ccc3c(c2)[C@@H]2C[C@H]4[C@@H](CN2CC3)[C@H](C)ON4C)c1 | -3
COC(=O)C1=C(C)N(Cc2ccccc2C(F)(F)F)C(=NCc2ccc3c(c2)OCO3)NC1c1ccccc1C(F)(F)F (centres undefined) | -5
CC(C)CCN(C)[C@H]1C[C@H]2c3[nH]c4ccccc4c3CCN2C[C@H]1[C@H](C)O | -4
COc1ccc2nc(-c3ccc(CN4CCC(c5nc6ccccc6[nH]5)CC4)cc3)c(-c3ccccc3)nc2c1 | -6
COc1ccc(S(=O)(=O)N2CCCc3nc(-c4ccc(Br)cc4)ccc32)cc1 | -9
COC(=O)[C@]12C[C@H](CC(=O)N3CCC(c4ccccc4)CC3)C(=O)N(Cc3ccccc3)C1=C[C@H](C(C)(C)C)O[C@@H]2C | -9
Fc1ccc(-c2ccc3c(n2)CCCN3Cc2ccccc2C(F)(F)F)cc1 | -7
Cc1[nH]nc2c1C(c1ccc(F)cc1)N(Cc1ccccc1)C2=O (centres undefined) | -2
COC(=O)C1=C(C)N(C)C(=NCc2ccc(OC)cc2)NC1c1cccc(C(F)(F)F)c1 (centres undefined) | -6
Cc1ccc2nc(-c3ccc(F)cc3)c(Cc3cccc(F)c3)n2c1 | -9
O=C(C(=O)N1CCN(C(=O)Cc2ccccc2)CC1)c1cccc(C(F)(F)F)c1 | -11
NC(=O)[C@@H]1CCCN1C(=O)[C@@H](Cc1ccccc1)NC(=O)[C@H]1O[C@@H](n2ccc(=O)[nH]c2=O)[C@H](O)[C@@H]1O | -4
CCOC(=O)C1=CCN(S(=O)(=O)c2ccc(Br)cc2)C1c1cccc(Br)c1 (centres undefined) | -2
C=CCN1C=C(C(=O)OCC)C(=O)CC1 | -5
CC(C)(C)OC(=O)N1CCC2CCN(S(=O)(=O)c3ccccc3)CC21 (centres undefined) | -10
CCOC(=O)C1=C(C)N(CCCC(=O)O)C(=O)NC1c1ccc(C(F)(F)F)cc1 (centres undefined) | -10
C[C@@H]1CN([C@@H](C)CO)C(=O)CCCn2cc(nn2)CO[C@H]1CN(C)C(=O)NC1CCCCC1 | -5
O=C1CCCCC1CCS(=O)(=O)NCc1ccccc1 (centres undefined) | -8
COC(=O)c1cc2c(c3c4cc(OC)ccc4n(S(=O)(=O)c4ccccc4)c13)C(=O)N(Cc1ccc(C(F)(F)F)cc1)C2 | -4
COCC1CN(CCc2ccc(F)cc2)S(=O)(=O)c2c(F)cccc2O1 (centres undefined) | -6
C[C@H](O)[C@@H]1CN2CCc3c([nH]c4c(-c5ccccc5)cccc34)[C@@H]2C[C@@H]1N(C)C(=O)Nc1ccccc1 | -4
O=C(CC1CCCC1)N[C@H](C(=O)N1CCC[C@H]1C(=O)NCc1ccccc1)c1ccccc1 | -6
Clc1cccc2c1C1CC2CCN1Cc1ccccc1 (centres undefined) | -4
Cc1ccc2c(=O)n3c(nc2c1)C(Cc1ccccc1)NC(=O)c1cc(Cl)ccc1-3 (centres undefined) | -11
CC(C)=CC(=O)NCC1CCN(C(=O)C(=O)c2cc3ccccc3o2)CC1 | -10
O=C1NC(Cc2ccccc2)c2nc3cc(F)ccc3c(=O)n2-c2ccc(Cl)cc21 (centres undefined) | -11
COC(=O)CCN(Cc1cccc(OC)c1OC)S(=O)(=O)c1ccccc1Br | -4
CC1CCCN(c2cccc3c2S(=O)(=O)N([C@H](C)c2ccccc2)C[C@@H](COCc2ccccc2)O3)C1 (some centres undefined) | -5
C=CCN=C1NC(c2cccc(Cl)c2)C(C(=O)OC)=C(C)N1C (centres undefined) | -5
O=C(Cc1ccccc1)N1O[C@H]2C=C[C@@H]1C2 | -9
O=C(CCc1c[nH]c2ccccc12)Nc1ccc(Nc2ccncc2)cc1 | -2
C[C@@H]1CN(C(=O)OC(C)(C)C)CCN1c1ccc(N2CC[C@H](O)C2)c(C#N)c1 | -10
CC(C)CNc1cccc2c1S(=O)(=O)N[C@@H](Cc1ccccc1)CO2 | -3
NC(=O)NN=C1CCC(O)CC1CC(=O)O (centres undefined) | -11
O=Cc1cscc1[B-](F)(F)F | -5
CN1C(c2ccccc2)CC(C)(O)CC1c1ccccc1 (centres undefined) | -11
COC(=O)c1cc2c(c3c4cc(C#N)ccc4n(S(=O)(=O)c4ccc(C)cc4)c13)C(=O)N(C)C2 | -4
Cc1ccc(S(=O)(=O)NCC2CCN(C(=O)C(=O)c3cc4ccccc4o3)CC2)cc1 | -9
COC(=O)C1=C(C)N(Cc2ccc(C(F)(F)F)cc2)C(=NCC2CC2)NC1c1ccccc1C(F)(F)F (centres undefined) | -4
C[C@@H]1CN([C@H](C)CO)C(=O)CCCn2cc(nn2)CO[C@H]1CN(C)C(=O)Oc1ccccc1 | -8
C#CCN1C(=O)[C@]2(OCCC=C[C@H]2C)c2ccccc21 | -3
Nc1[nH]c(C(=O)c2ccccc2)c(-c2ccc3ccccc3c2)c1C(=O)NCc1ccc(-c2ccccc2)cc1 | -5
CCN(CC)C(=O)c1ncn2c1C(=O)N[C@@H](C)C2 | -4
Nc1ccc(F)c(CN2CCN(c3ncc(Cc4ccccc4)cn3)CC2)c1 | -9
Cc1cccc(CN2[C@@H](C)[C@H](c3ccccc3)Oc3cc(Br)ccc3S2(=O)=O)c1 | -5
C=CCN1C[C@H](COC(=O)CSc2ccccc2)Oc2cccc(F)c2S1(=O)=O | -7
Cc1cc(N2CCN(S(C)(=O)=O)C[C@@H]2C)ccc1N1CCN(Cc2ccccc2)[C@@H](C)C1 | -11
COC(=O)C1=C(C(=O)OC)C2CCCC1C1N=NN(c3ccccc3)C21 (centres undefined) | -5
C[C@@H]1CCCCO[C@@H](CN(C)C(=O)Nc2ccc(C(F)(F)F)cc2)[C@@H](C)CN([C@H](C)CO)C(=O)c2cc(NS(=O)(=O)c3ccc(Cl)cc3)ccc2O1 | -5
O=S(=O)(c1ccc(F)cc1)N1CCCc2nc(-c3ccc(Br)cc3)ccc21 | -12
C[C@@H]1COc2cc(N3CCCCC3)ccc2S(=O)(=O)N1 | -6
O=C(O)CCCC(=O)OCCCc1cc2ccccc2c(=O)o1 | -5
Nc1[nH]c(C(=O)c2ccccc2)c(-c2ccccc2C(F)(F)F)c1C(=O)c1c[nH]c2ccccc12 | -17
COC(=O)[C@]12C[C@H](CC(=O)NCC3CCCCC3)C(=O)N(Cc3ccccc3)C1=C[C@H](C(C)(C)C)O[C@@H]2C | -9
CC(C)CNc1cccc2c1S(=O)(=O)N[C@@H](CC(C)C)CO2 | -3
CCCCc1c(-c2ccccc2OC)ncn1C(C)c1ccc(Cl)cc1 (centres undefined) | -4
Additional records follow.
SMILES | CaV13 FRET inh
CCOC(=O)C1=CCN(S(=O)(=O)c2ccccc2F)C1c1ccc(Br)cc1 (centres undefined) | -3
CC1(C)CC(=O)C=C(c2ccccc2F)C1=O | -6
COCCN1Cc2cc(C(=O)OC)c3c(c2C1=O)c1ccccc1n3S(=O)(=O)c1ccc(C)cc1 | -4
CC(C)[C@H](NC(=O)c1cccs1)C(=O)N1CCC[C@H]1C(=O)NCc1ccccc1 | -5
Nc1[nH]c(C(=O)c2ccccc2)c(-c2ccc(Cl)c(F)c2)c1C(=O)c1c[nH]c2ccccc12 | -17
COC(=O)C(Cc1ccc(O)cc1)NS(=O)(=O)Cc1ccccc1 (centres undefined) | -4
O=C(NC1CCCCC1)OC[C@@H]1CSCCS(=O)(=O)N1 | -5
COC(=O)c1cc2c(c3c4cc(OC)ccc4n(S(=O)(=O)c4ccc(OC)cc4)c13)C(=O)N(C1CCCCC1)C2 | -4
CC(C)CC1NC(=O)c2ccc(Cl)cc2-n2c1nc1ccc(Cl)cc1c2=O (centres undefined) | -11
O=C(N[C@H](Cc1ccccc1)C(=O)N1CCN(c2ncccn2)CC1)[C@H]1O[C@@H](n2ccc(=O)[nH]c2=O)[C@H](O)[C@@H]1O | -10
O=C(NCc1ccccc1)[C@@H]1CCCN1C(=O)[C@H]1CCCN1C(=O)c1ccc(Cl)c(Cl)c1 | -6
O=C1NC(Cc2ccc(O)cc2)c2nc3ccc(Cl)cc3c(=O)n2-c2ccc(Cl)cc21 (centres undefined) | -10
COc1ccc(C(=O)C(=O)N2CCN(C(=O)c3cc(C(F)(F)F)cc(C(F)(F)F)c3)CC2)cc1OC | -8
CN(C)C(=O)C[C@H]1C[C@@H]2c3cc(NC(=O)NC4CCCC4)ccc3O[C@@H]2[C@@H](CO)O1 | -3
COCc1[nH]nc2c1C(c1ccc3c(c1)OCO3)N(c1ccc(OC)cc1)C2=O (centres undefined) | -5
COC(=O)C1=C(C)N(Cc2ccccc2C(F)(F)F)C(=NCc2ccc(C(F)(F)F)cc2)NC1c1ccc(Cl)cc1 (centres undefined) | -2
C[C@H](O)[C@@H]1C(=O)N2CCc3c([nH]c4c(-c5ccccc5)cccc34)[C@@H]2C[C@@H]1N(C)C(=O)c1ccccc1F | -5
CSc1ncc(Cl)c(C(=O)Nc2sc3c(c2C(=O)NCc2ccco2)CCCC3)n1 | -7
COC(=O)C1=C(C)N(Cc2ccc(Cl)cc2)C(=S)NC1c1ccc(Br)cc1 (centres undefined) | -4
O=C(NC1CCCC1)[C@@H]1CCCN1C(=O)[C@@H](NS(=O)(=O)c1ccc(F)cc1F)C1CCCCC1 | -6
O=C(Cn1cc(COC(=O)c2c3ccccc3cc3ccccc23)nn1)c1ccc(O)cc1 | -5
C[C@H](CO)N1C[C@H](C)[C@@H](CN(C)C(=O)Nc2ccc3c(c2)OCCO3)OCc2cn(nn2)CCCC1=O | -5
O=C(NCc1ccccc1)[C@@H]1CCCN1C(=O)[C@H]1CCCN1C(=O)c1ccccc1Cl | -6
COc1cc(OC)c(NC(=O)C(Sc2nc(C)cc(C)c2C#N)c2ccccc2)cc1Cl (centres undefined) | -12
Cc1cc(O)cc(=O)n1-c1cc(F)c(F)c(F)c1 | -2
CC1CCCN(C(=O)Nc2ccc([N+](=O)[O-])cc2)C1 (centres undefined) | -11
CCOC(=O)N[C@H](C(=O)N1CCC[C@H]1C(=O)NCc1ccccc1)C(C)C | -4
CCOCCCn1c(=N)c(C(=O)NCc2ccc3c(c2)OCO3)cc2c(=O)n3ccccc3nc21 | -5
CCCCN1CC(COc2ccc(OC)cc2)OCCS1(=O)=O (centres undefined) | -9
CC(C)C[C@H](NC(=O)c1nccs1)C(=O)N1CCC[C@H]1C(=O)NCc1ccccc1 | -10
O=C(N[C@H](C(=O)N1CCC[C@H]1C(=O)NCCc1ccccc1Cl)c1ccccc1)c1ccc(Cl)c(Cl)c1 | -5
O=[N+]([O-])c1cc(S(=O)(=O)NCc2ccco2)ccc1NN=Cc1ccccn1 | -14
CCOc1cc(OCC)cc(C(=O)N2CCC[C@@H]2C(=O)N2CCC[C@H]2C(=O)NCc2ccccc2)c1 | -10
O=C(NCc1ccc(F)cc1)c1cccc2c1C(=O)c1ccc(Cl)cc1S2(=O)=O | 22
COc1cccc(CNC(=O)[C@H]2CCCN2C(=O)[C@H]2CCCN2C(=O)C2CCCCC2)c1 | -4
O=C(C(=O)N1CCC(CNS(=O)(=O)c2cccc(C(F)(F)F)c2)CC1)c1cc2ccccc2o1 | -9
O=C(N[C@H](Cc1ccccc1)C(=O)NC1CCCCC1)[C@H]1O[C@@H](n2ccc(=O)[nH]c2=O)[C@H](O)[C@@H]1O | -3
CCCc1nc2ccc(C(=O)OC)cn2c1Cc1ccccc1OC | -10
COc1ccc(N2C(=O)c3[nH]nc(-c4ccccc4)c3C2c2ccc(F)cc2)cc1 (centres undefined) | -4
COC(=O)[C@@H](N[C@H](/C=C/c1ccccc1)[C@@H](O)Cc1ccccc1)c1ccccc1 | -5

In the list so far, 15 have an aryl methoxy group:
SMILES | CaV13 FRET inh
CCC(C)N(Cc1ccc(OC)cc1OC)S(=O)(=O)c1cc(Br)ccc1Br (centres undefined) | -5
COc1ccc2nc(-c3ccc(CN4CCC(c5nc6ccccc6[nH]5)CC4)cc3)c(-c3ccccc3)nc2c1 | -6
COc1ccc(S(=O)(=O)N2CCCc3nc(-c4ccc(Br)cc4)ccc32)cc1 | -9
COC(=O)C1=C(C)N(C)C(=NCc2ccc(OC)cc2)NC1c1cccc(C(F)(F)F)c1 (centres undefined) | -6
COC(=O)c1cc2c(c3c4cc(OC)ccc4n(S(=O)(=O)c4ccccc4)c13)C(=O)N(Cc1ccc(C(F)(F)F)cc1)C2 | -4
COC(=O)CCN(Cc1cccc(OC)c1OC)S(=O)(=O)c1ccccc1Br | -4
CCCCc1c(-c2ccccc2OC)ncn1C(C)c1ccc(Cl)cc1 (centres undefined) | -4
COC(=O)c1cc2c(c3c4cc(OC)ccc4n(S(=O)(=O)c4ccc(OC)cc4)c13)C(=O)N(C1CCCCC1)C2 | -4
COc1ccc(C(=O)C(=O)N2CCN(C(=O)c3cc(C(F)(F)F)cc(C(F)(F)F)c3)CC2)cc1OC | -8
COCc1[nH]nc2c1C(c1ccc3c(c1)OCO3)N(c1ccc(OC)cc1)C2=O (centres undefined) | -5
COc1cc(OC)c(NC(=O)C(Sc2nc(C)cc(C)c2C#N)c2ccccc2)cc1Cl (centres undefined) | -12
CCCCN1CC(COc2ccc(OC)cc2)OCCS1(=O)=O (centres undefined) | -9
COc1cccc(CNC(=O)[C@H]2CCCN2C(=O)[C@H]2CCCN2C(=O)C2CCCCC2)c1 | -4
CCCc1nc2ccc(C(=O)OC)cn2c1Cc1ccccc1OC | -10
COc1ccc(N2C(=O)c3[nH]nc(-c4ccccc4)c3C2c2ccc(F)cc2)cc1 (centres undefined) | -4

An excerpt; count on the stated rates, not on these rows.
